Source: PubChem (National Center for Advancing Translational Sciences (NCATS))
PI5P4K alpha inh = PI5P4K alpha (human) kinase inhibition; P48426; PI5P4Kalpha enzyme, ADP-Glo luminescence, 60 min; hits give low values; max response, %; hit rate 1.2% among 330,000; AID 652105; active means max response of -50% or lower; inconclusive means between -30% and -50%; inactive means -30% or higher; further: value at the top dose of about 77 µM; on the % scale 0 is the no-effect control and ±100 the full control effect
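Enzyme plus substrate dispensed, test compounds pinned in, then ATP (5 microM final) added. After 60 min at RT, ADP-Glo reagent 1 for 45 min and reagent 2 for 30 min preceded luminescence imaging.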
EPAC1 antagonist = EPAC1 (human) antagonism; O95398; EPAC1 GEF assay, Rap1b-BODIPY-GDP exchange fluorescence; Potency, µM (titrated, usually from 115 µM), for the others: at the highest dose activity change, negative = inhibition, most hits filed as inhibitors; hit rate 0.14% among 360,000; AID 720709;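 further: potency means the concentration at half of the fitted maximal effect; plate controls were vehicle for no effect and positive control for full effect; nearly all actives have a fitted effect of over 50% in size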
PLK1 PBD block = PLK1 (human) polo-box domain binding inhibition | hit rate 2.8% among 360,000 | Potency, µM, for the others: max response, negative = inhibition, most hits filed as inhibitors | Plk1 PBD binding of FITC phosphopeptide, fluorescence polarization | AID 720504 | P53350; further: potency means the concentration at half of the fitted maximal effect; series mostly up to about 57 µM; on the % scale 0 is the no-effect control and ±100 the full control effect; nearly all actives have a fitted effect of over 65% in size
WRN inhibitor = inhibitors of human WRN helicase. Potency, µM (top dose mostly 114 µM), for the others: at the top dose activity change, negative = inhibition, usual class: inhibitors. WRN helicase unwinding, fluorescent forked duplex, kinetic. Q14191. hit rate 0.46% among 360,000; further: potency means the concentration at half of the fitted maximal effect; on the % scale 0 is the no-effect control and ±100 the full control effect; nearly all actives have a fitted effect of over 55% in size
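Primary qHTS, 1536-well format. 20 nM WRN + compound, 15 min RT; start with 100 nM forked fluorophore/quencher duplex, 2 mM ATP (final); kinetic read ex 525/em 598 nm.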
EPAC2 ag = activates human EPAC2 exchange factor | Q8WZA2 | hit rate 0.079% among 360,000 | EPAC2 activation, biochemical qHTS; response scale: 100% = 6.5 mM cAMP response | Potency, µM (doses to about 154 µM), for inactives: top-dose activation, usual class: activators | AID 720711; further: potency means the concentration at half of the fitted maximal effect; nearly all actives have a fitted effect of over 50% in size
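Exchange assay: 100 nM EPAC2 with 250 nM Rap1B-BODIPY-GDP and 50 uM GDP. Fluorescence (ex 480/em 540 nm) read every 5 min for 30 min at room temperature. Data normalized to 6.5 mM cAMP as agonist control.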
EPAC1 ag = EPAC1 (human) agonism. EPAC1 agonist qHTS, biochemical assay; response scale: 100% = response to 6.5 mM cAMP. Potency, µM (titrated, usually from 154 µM), inactives show at the highest dose activation, most hits filed as activators. hit rate 0.073% among 360,000. AID 720707; further: potency means the concentration at half of the fitted maximal effect; nearly all actives have a fitted effect of over 60% in size
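Normalized to 6.5 mM cAMP, activity reflects EPAC1-catalysed release of BODIPY-GDP from Rap1B, followed kinetically over 30 min at 480 nm excitation, 540 nm emission. Reaction contained 100 nM EPAC1, 250 nM Rap1B-BODIPY-GDP, 50 uM GDP.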
CCT modulator = modulators of cytosolic chaperonin (CCT/TRiC) activity | purified chaperonin ATPase assay, HTRF ADP detection, 30 min | activity change, % (concentration not given with the values), hits read low | hit rate 0.3% among 360,000; in the data active means activity change below about -30%; further: on the % scale 0 is the no-effect control and ±100 the full control effect
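TRiC (40 or 20 nM final, by batch activity) in 30 mM Tris pH 7.4, 100 mM KCl, 5 mM MgCl2, 1 mM DTT was treated with compound at 76 uM single dose, then 10 uM ATP, 30 min at 37 °C. ADP was read by HTRF Transcreener.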
IL-2 act = activators of IL-2. IL-2 activation reporter assay, cell-based qHTS; stimulated with anti-CD3/CD4/CD28 beads; in transgenic mouse T cells. activation, % (series mostly up to about 46 µM). hit rate 0.065% among 360,000; in the data active means activation above about 50%; inconclusive means mostly about 30% to 49%; further: 0% is about no effect
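First, unstimulated transgenic mouse T cells were exposed to compound for 60 min. Next, anti-CD3/anti-CD4-coated beads with anti-CD28 were added. Finally, after 18 h at 37 degrees C, EGFP and DsRed were imaged.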
Active calls of the source: *; ? = inconclusive; / = not tested or not shown; [ ] = another dose, or the depositor's remark. Unless noted, the call rests on the fitted dose curve; in most records, active means well fitted curve in the direction sought with a large enough effect; inconclusive means small, poorly fitted or top-dose-only effect, or another doubt; inactive means no such curve, though single readings can be large; an effect the other way counts as inactive or inconclusive. A portion of the library, so the mix of outcomes need not match the whole.

nr	smiles	PLK1 PBD block	IL-2 act	EPAC2 ag	CCT modulator	EPAC1 antagonist	WRN inhibitor	EPAC1 ag	PI5P4K alpha inh
1	COC(=O)Nc1sc2c(c1C(N)=O)CCCCCC2	13µM*	-0.2	7%	-2.0	-26%	-12%	-6%	?
2	O=C(COC(=O)c1ccccc1F)NC(=O)NC1CCCC1	-2%	-0.1	11%	1.8	19%	8%	-8%	1
3	Cc1cccc(-c2ocnc2C(=O)N2CCN(C(=O)c3cccs3)CC2)c1	-13%	-0.4	12%	-0.1	-1%	13%	2%	3
4	Cc1cc(C)c[n+](C(C)C(=O)c2ccc(-c3ccccc3)cc2)c1 (stereo not drawn)	-9%	-0.6	1%	-0.3	-2%	-11%	9%	2
5	CCOC(=O)N1CCN(CCC(=O)Nc2ccc(Br)c(C)c2)CC1	?	-1.7	-1%	-2.3	-5%	-1%	-6%	-8
6	O=C(NCCCN1CCOCC1)/C(=C/c1ccc(F)cc1)NC(=O)c1ccccc1	2%	0.5	0%	-0.1	1%	0%	1%	-6
7	NS(=O)(=O)c1ccc(CCNC(=O)Cc2c[nH]c3ccccc23)cc1	-10%	-4.5	0%	-3.7	-12%	-22%	-7%	7
8	CCOc1ccc2cc(C#N)c(SCC(=O)N3CCC(C)CC3)nc2c1	-4%	0.2	-13%	-1.5	8%	-19%	14%	/
9	Cc1cc2nccc(-c3ccc(OCCCF)cc3)n2n1	5%	-0.9	5%	-1.9	0%	3%	0%	1
10	Cc1ccc(C)c(NC(CC(=O)c2ccccc2)C(=O)OCC(=O)c2cccs2)c1 (stereo not drawn)	-12%	-6.5	3%	-3.3	0%	-29%	7%	11
11	COCCNC(=O)c1ccc(-n2c(SCc3cc(F)ccc3F)nc3ccccc3c2=O)cc1	-8%	-0.6	0%	-0.2	-20%	2%	8%	2
12	CCCCN(CCCC)c1cn[nH]c(=O)c1Cl	-2%	-0.6	-4%	0.8	-8%	16%[57.1 µM]	-9%	-2
13	CCOC(=O)CSc1nnc(CNC(=O)c2cc(OCC)c(OCC)c(OCC)c2)n1C	-5%	0.6	0%	-1.2	-9%	-7%	0%	/
14	O=C(NNC(=S)Nc1ccc(Cl)cc1Cl)c1ccc(N2CCOCC2)c([N+](=O)[O-])c1	?	0.6	-8%	0.3	-5%	-14%	-7%	2
15	O=C1CCC(C(=O)Nc2cccc(S(=O)(=O)N3CCOCC3)c2)N1 (stereo not drawn)	10%	2.9	12%	-0.5	0%	-6%[57.1 µM]	6%	1
16	CCOc1ccc(C(=O)N2CCN(c3cnn(-c4ccccc4)c(=O)c3Cl)CC2)cc1	-2%	0.9	11%	-1.3	-10%	10%	-9%	-1
17	COc1cccc(-c2ccc3c(c2)N(Cc2ccccc2OC)C(=O)C(C)S3)c1 (stereo not drawn)	0%	0.6	9%	-0.4	-11%	-7%	-8%	20
18	CN(CC(=O)Nc1ccc(F)c(F)c1F)C(=O)/C=C/c1ccco1	-16%	-0.7	0%	-0.9	-10%	-16%	-7%	-4
19	O=C1OC(Nc2nccs2)c2ccccc21 (stereo not drawn)	24µM*	-3.0	6%	2.0	13%	-7%	-1%	-6
20	O=C(/C=C/c1ccc2c(c1)OCO2)N1CCN(c2ccccc2F)CC1	-17%	-0.3	-5%	0.0	?	-3%	3%	-1
21	Cc1ccc(-n2cc(CNCCN3CCOC3=O)c(-c3ccc(F)cc3)n2)cc1	-9%	-2.7	8%	-0.8	-29%	-4%	8%	10
22	Cc1nc2ccccc2c(=O)n1NC(=O)c1cc(Br)ccc1Cl	-2%	-1.0	-5%	-0.7	1%	-16%	11%	2
23	O=C(NCc1ccccc1)C1(c2cccc(F)c2)CCCC1	-12%	-0.8	2%	2.1	-26%	-2%	-11%	4
24	CCc1ccc2oc(=O)cc(CN3CCN(Cc4ccccc4)CC3)c2c1	-12%	-0.5	8%	0.3	20%	0%	-14%	6
25	O=C(O)CCCCCCCCCC(=O)c1cccs1	-5%	0.7	5%	-3.1	5%	5%	-2%	-7

2 entries from above, set out differently:
Values run as follows: PLK1 PBD block | IL-2 act | EPAC2 ag | CCT modulator | EPAC1 antagonist | WRN inhibitor | EPAC1 ag | PI5P4K alpha inh
3. Cc1cccc(-c2ocnc2C(=O)N2CCN(C(=O)c3cccs3)CC2)c1
 : -13% | -0.4 | 12% | -0.1 | -1% | 13% | 2% | 3
4. Cc1cc(C)c[n+](C(C)C(=O)c2ccc(-c3ccccc3)cc2)c1 (stereo not drawn)
 : -9% | -0.6 | 1% | -0.3 | -2% | -11% | 9% | 2

Later entries
nr	smiles	PLK1 PBD block	IL-2 act	EPAC2 ag	CCT modulator	EPAC1 antagonist	WRN inhibitor	EPAC1 ag	PI5P4K alpha inh
26	Cc1cc(C)nc(NC(=O)c2c(F)c(F)c(F)c(C(=O)Nc3cc(C)cc(C)n3)c2F)c1	-13%	0.2	12%	-3.9	1%	-7%	4%	0
27	CCOC(=O)N1CCC(N(CCN(C)C)C(=S)Nc2cc(Cl)ccc2C)CC1	?	0.1	4%	-0.4	6%	1%	12%	-1
28	Cc1c(Cl)cnc(NC(=O)CSc2nnnn2C)c1Cl	-10%	0.1	3%	-2.5	-11%	-2%	8%	-1
29	Cc1ccc2c(c1)N(S(=O)(=O)c1ccc(F)cc1)C(C(C)(C)C)CO2 (stereo not drawn)	-5%	-1.6	3%	-1.2	-14%	-1%	0%	3
30	COCCN1C(=O)c2oc3cc(C)c(C)cc3c(=O)c2C1c1ccc(O)cc1 (stereo not drawn)	-6%	-1.8	-1%	-2.5	3%	3%	-6%	-3
31	COc1ccc(CC(=O)Nc2cccc(-c3ccc4nnc(C)n4n3)c2)cc1OC	-9%	-0.4	12%	1.7	-13%	17%	5%	-1
32	CCOc1ccccc1NC(=O)COC(=O)c1c(CC)noc1C	-11%	2.6	13%	3.5	8%	-14%	-29%	4
33	CC1CCc2cc(F)ccc2N1C(=O)c1ccncc1 (stereo not drawn)	0%	-1.0	-6%	-0.9	0%	-2%	5%	-4
34	COc1ccc(/C=C/C(=O)c2cc(F)ccc2OC(=O)c2ccccc2OC)cc1OC	-15%	0.9	8%	-5.2	-16%	-10%	4%	7
35	CCCC(=O)C1=C(N(C)c2ccccc2)CC(C)(C)C(C(=O)OC)C1=O (stereo not drawn)	-7%	0.0	1%	-0.9	-11%	-10%	9%	0
36	C[C@H]1CN=C(N(C)C)N1CCC1CCCC1	-9%	-0.2	13%	0.2	9%	5%	4%	2
37	CCOC(=O)C1CCCN(C(=O)C2CCN(c3nnc(-n4cccc4)s3)CC2)C1 (stereo not drawn)	2%	-1.3	4%	-0.6	-3%	3%	-16%	-4
38	Cc1c(C(=O)NC(C)CCc2ccccc2)cccc1[N+](=O)[O-] (stereo not drawn)	12µM*	0.6	1%	0.7	-5%	13%	-1%	-25
39	COc1cc(CN2CCN(c3cccc(C)c3C)CC2)cc([N+](=O)[O-])c1O	-20%	-0.6	-4%	2.1	-8%	-6%	5%	-11
40	CN(C)C=NC(=O)c1ccc([N+](=O)[O-])c(CS(=O)(=O)c2ccc(Cl)cc2)c1	-4%	-0.1	3%	-1.2	3%	-5%	3%	-9
41	Cc1ccc(-n2nnnc2SCn2nnc3ccccc3c2=O)cc1	-16%	0.1	-7%	-1.1	8%	-9%	-7%	-5
42	CCn1c(SCC(=O)NCC2CCCO2)nnc1-c1ccc(Cl)cc1 (stereo not drawn)	-9%	0.6	6%	-6.4	-16%	-2%	2%	7
43	COc1cccc(/C=N/NC(=O)c2ccc(-n3cnnn3)cc2)c1	7%	3.1	2%	-0.9	0%	1%	3%	3
44	O=C(CSc1ccc2nnc(-c3ccccn3)n2n1)Nc1ccc(F)cc1	0%	-3.3	-1%	-1.6	1%	5%	-23%	0
45	Cc1nnc(NC(=O)C2CCN(S(=O)(=O)c3cc([N+](=O)[O-])ccc3Cl)CC2)o1	-3%	0.5	4%	1.2	5%	7%	1%	-20
46	CCCCn1nc(C(=O)NCC(c2cccs2)N2CCOCC2)c2ccccc2c1=O (stereo not drawn)	-3%	-0.5	17%	0.6	0%	0%	-2%	0
47	Cc1c(C#N)c2ncnc(N)c2n1-c1ccccc1	1%	-2.7	2%	2.5	-14%	-5%	-9%	-11
48	COc1ccc(C(=O)Oc2ccc3ccc(=O)oc3c2)cc1OC	-6%	-0.1	4%	-1.4	-10%	4%	9%	-3
49	COc1ccc(-c2nc(SCC(=O)N3CCOCC3)n[nH]2)cc1	0%	0.3	4%	-3.3	5%	-12%	1%	1
50	Nc1nc(CSc2nnnn2-c2ccc(F)c(Cl)c2)nc(N2CCOCC2)n1	-4%	-2.7	-1%	-2.9	19%	-4%	1%	-3
51	CCOc1ccc(NC(=O)C2CC(C)=C(C)CC2C(=O)O)cc1 (stereo not drawn)	-9%	-0.3	6%	-2.6	-6%	1%	0%	1
52	COC(=O)c1[nH]c2ccc(Cl)cc2c1NC(=O)CCN1CCOCC1	2%	0.3	-3%	-0.1	10%	1%	-2%	-4
53	Cc1nc2cc(-c3cccc(F)c3)nn2c(C)c1CCC(=O)NC(C)CCc1ccco1 (stereo not drawn)	0%	-4.2	-7%	-0.7	-5%	0%	-29%	6
54	O=C1Nc2ccccc2C1=Nc1ccc(Br)cc1	-20%	-0.6	6%	-1.0	-25%	-2%	-8%	-8
55	N#CC(Nc1ccccc1)c1ccccc1OCc1ccccc1 (stereo not drawn)	-4%	-1.8	19%	-1.6	-7%	-1%	0%	/
56	COc1ccc(-n2nc3c(c2NC(=O)c2ccc4c(c2)OCO4)CS(=O)(=O)C3)cc1	-24%	-1.1	8%	-2.6	-1%	-5%	9%	3
57	COc1ccc(NC(=O)CCN2C(=O)C3C4C=CC(C4)C3C2=O)cc1 (stereo not drawn)	-5%	-0.6	11%	1.1	8%	1%	8%	-11
58	O=C(NNC(=O)C(c1ccccc1)c1ccccc1)c1ccccc1O	-11%	1.8	27%	-2.6	-5%	5%	4%	1
59	COc1cc(CC(=O)N(C)CC(=O)Nc2ccc(Cl)c(C(F)(F)F)c2)cc(OC)c1OC	3%	-0.9	-6%	-1.5	-2%	2%	-12%	9
60	COc1ccc(-c2[nH]ncc2CN2CCN(c3ccccn3)CC2)c(OC)c1	-1%	-1.7	4%	1.3	?	-5%[57.1 µM]	1%	7
61	CN1C(=O)c2cccc3c(S(=O)(=O)NCc4ccco4)ccc1c23	-14%	-0.4	1%	-2.0	14%	-3%	2%	-6
62	Cc1ccc(-c2cc3nc4c(c(=O)n3[nH]2)CCCC4)cc1	6%	3.9	5%	-15	1%	-14%	0%	-9
63	O=C(Nc1ccc(C(=O)N2CCOCC2)cc1)C1CCC1	-1%	-0.1	8%	0.4	-1%	3%	-12%	-2
